VIM-2 inh – inhibitors of Pseudomonas aeruginosa VIM-2 metallo-beta-lactamase. purified VIM-2, nitrocefin hydrolysis, epi-absorbance fluorescence. inhibition, % at 5.6 µM. actives 0.89% (n = 290,000);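 active = inhibition above the mean of all tested compounds plus 3 SD, cutoff set per screening run, cut at about 7.5% in these data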;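 also: red hydrolysis product quenches plate fluorescence so inhibitors raise well fluorescence; 0% = enzyme with DMSO and 100% = DMSO without enzyme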
IDE cell activ – activators of human insulin-degrading enzyme in cells; actives 0.073% (n = 340,000); AID 493087; activation, % at 5.96 µM; P14735; HEK cells, FAbeta-B cleavage, fluorescence polarization; 0% vehicle, 100% cell-free pure enzyme wells;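 active = activation above the mean of all tested compounds plus 3 SD, set per screening campaign, cut at about 17% in these data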
GPR7 antagonist – antagonists of human GPR7 (neuropeptides B/W receptor 1). P48145. GPR7-expressing cells, fluorescence antagonist assay. inhibition, % at 4.4 µM. actives 1.1% (n = 290,000); in the data active = inhibition above about 16%, passing the limit was not always enough;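 also: cells stimulated with the agonist NPW; 0% = agonist with vehicle and 100% = vehicle without agonist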
Target sequence (P48145 whole entry, looked up): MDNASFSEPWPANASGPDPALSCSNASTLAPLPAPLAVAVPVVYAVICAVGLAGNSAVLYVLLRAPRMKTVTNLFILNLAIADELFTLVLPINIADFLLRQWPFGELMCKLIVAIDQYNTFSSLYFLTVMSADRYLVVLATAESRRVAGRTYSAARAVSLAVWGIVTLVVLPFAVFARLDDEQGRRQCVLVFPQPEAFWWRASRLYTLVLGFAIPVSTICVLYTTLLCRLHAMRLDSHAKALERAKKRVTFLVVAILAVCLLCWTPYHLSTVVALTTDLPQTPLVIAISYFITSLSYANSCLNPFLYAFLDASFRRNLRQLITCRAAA
IDE cell inh – cellular human IDE inhibition. P14735. HEK cells, FAbetaB cleavage, fluorescence polarization. inhibition, % at 5.59 µM. actives 0.41% (n = 320,000);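 active = percent inhibition above the average of all tested compounds plus 3 SD, set per screening campaign, cut at about 16% in these data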;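 also: IDE supplied by intact live HEK cells; FP after avidin binding of uncleaved biotin substrate so inhibition keeps polarization high; 0% = DMSO wells and 100% = 60 µM reference IDE inhibitor Ii1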
PHOSPHO1 block – blocks human PHOSPHO1 phosphatase activity | actives 1.1% (n = 290,000) | recombinant PHOSPHO1, absorbance phosphatase assay | inhibition, % at 13.3 µM | Q8TCT1; in the data active = inhibition above about 60%
Target sequence (Q8TCT1 whole entry, looked up): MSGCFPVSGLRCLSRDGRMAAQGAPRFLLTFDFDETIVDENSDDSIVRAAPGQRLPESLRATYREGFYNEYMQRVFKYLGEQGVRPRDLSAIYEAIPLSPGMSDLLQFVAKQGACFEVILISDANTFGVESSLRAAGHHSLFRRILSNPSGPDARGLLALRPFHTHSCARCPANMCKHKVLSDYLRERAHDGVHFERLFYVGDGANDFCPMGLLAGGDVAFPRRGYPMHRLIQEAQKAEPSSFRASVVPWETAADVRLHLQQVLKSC
p-CIP stab down – compounds decreasing mouse p/CIP protein stability | Q05BA5 | F442A p/CIP-EGFP cells, EGFP fluorescence, 16 h | actives 0.01% (n = 290,000) | decrease of EGFP signal, % at 10 µM;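 active = EGFP signal decrease of at least 30% at 10 µM or well 3 SD below plate mean, unless failing retest; inactive = the rest, including hits failing retest or dose response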; also: some compounds called inactive have numbers as strong as hits; many of its hits are not listed in these tables
M18AAP inhibitor – PfM18AAP enzyme inhibition | recombinant PfM18AAP, H-Glu-NHMec fluorogenic cleavage | inhibition, % at 7.35 µM | actives 1.2% (n = 290,000) | AID 1822;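 active = inhibition above the campaign mean inhibition over all tested compounds plus 3 SD, cut at about 28% in these data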;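 also: 0% = plate median of test compound wells and 100% = 2 mM ZnCl2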
NALP1 inh – inhibitors of NALP1 inflammasome in yeast; actives 0.61% (n = 280,000); S. cerevisiae NALP1/ASC/caspase-1 growth, X-gal OD620, 72 h; inhibition, % at 10 µM; in the data active = inhibition mostly above about 24%, no sharp cut-off; inactive = mostly below about 32%; also: some compounds called inactive have numbers as strong as hits
IMP-1 inh – inhibitors of Pseudomonas aeruginosa IMP-1 metallo-beta-lactamase. actives 0.45% (n = 290,000). AID 1556. inhibition, % at 5.6 µM. purified IMP-1, nitrocefin hydrolysis, epi-absorbance fluorescence;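 active = inhibition above the mean plus 3 SD of all compounds in the same screening run, cut at about 4.5% in these data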;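 also: 0% = IMP-1 with DMSO and 100% = DMSO wells lacking enzyme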
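System: Purified recombinant IMP-1 metallo-beta-lactamase enzyme | Measured by: Fluorescence quenching readout, ex 480/em 530 nm | Replication: Singlicate | Incubation: 15 min preincubation plus 25 min reaction at 25 °C | Evaluation: Percent inhibition from optical density relative to buffer-blank wells | Benchmarks: DMSO with and without IMP-1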
Active calls of the source: *; . = no result given.

SMILES	VIM-2 inh	IDE cell activ	GPR7 antagonist	IDE cell inh	PHOSPHO1 block	p-CIP stab down	M18AAP inhibitor	NALP1 inh	IMP-1 inh
Cc1ccc(N2C(=O)CSC2c2c(F)cccc2Cl)cc1 (stereo unspecified)	-1.1	1	4	3	-9	-8	-7	6	2.3
CCCNC(=O)c1ccc(C2SCC(=O)N2Cc2ccccc2)cc1 (stereo unspecified)	-3.8	-2	2	7	-9	-23	1	31	-0.1
COc1ccc(NC(=O)c2cc3ccccc3cc2OC)cc1OC	-0.3	-2	2	-2	31	1	0	16	-2.5
CCCC(=O)Nc1ccc(Cl)c(NC(=O)c2ccco2)c1	-0.1	-1	-16	0	33	-19	4	37	-5.9
O=CN1CCCN(Cc2nc(Cc3ccccc3F)no2)CC1	-0.1	3	3	7	18	-19	-2	-11	1.8
CN1C(=O)c2ccc(C(=O)Nc3ccc(Br)cn3)cc2C1=O	-0.5	3	-16	-8	48	-11	0	-3	-1.4
COc1ccc(C(=O)Cc2cc(OC)c(OC)cc2C(=O)c2ccccc2F)cc1OC	-3.1	4	-9	-2	41	-40	-1	-9	-2.2
COCCN(CC1CCCN(C2Cc3ccccc3C2)C1)C(=O)c1ccc(C(C)=O)cc1 (stereo unspecified)	0.3	6	6	2	34	4	0	25	-0.2
Cc1ccc(S(=O)(=O)N2CCCCC2)cc1NC(=O)COC(=O)Cc1c(F)cccc1Cl	1.3	2	-10	1	0	-4	9	38	-1.3
Cc1sc2nc(-c3ccc(Br)cc3)oc(=O)c2c1C	3.1	2	3	4	8	7	-1	3	0.7
Cc1nn(C)c(Oc2cccc(C(F)(F)F)c2)c1C=O	-1.8	5	3	-10	28	11	-2	-4	-4.0
O=C(O)CN1C(=O)c2ccc(Oc3cccc4c3C(=O)N(CC(=O)O)C4=O)cc2C1=O	-0.9	9	-9	2	26	1	5	4	-3.2
CS(=O)(=O)N1CCC(C(=O)Nc2ccccc2Br)CC1	-3.5	3	-14	0	8	-3	8	18	-2.1
NC(=O)C1CCN(C(=O)c2cc3ccccn3n2)CC1	-3.1	5	-11	1	-15	7	5	-9	-5.4
O=C(C(Cc1ccccc1)N1C(=O)c2ccccc2C1=O)N1c2ccccc2CCc2ccccc21 (stereo unspecified)	-0.7	1	-6	-6	-9	2	12	12	-0.8
CC(=O)/C(=N\Nc1cccc(Cl)c1)Sc1nnc(-c2ccccc2)n1-c1ccccc1	0.6	2	-12	-5	4	6	4	9	-2.6
COc1ccc(-c2ccc(S(=O)(=O)N3CCCC3)cc2)cc1	-3.8	0	-5	-2	44	-6	-6	11	-2.9
Cc1noc(NS(=O)(=O)c2ccc(NC(=O)CC(C)C)cc2)c1C	-1.0	0	-9	-2	-37	-8	2	38*	-1.0
Cn1c(=O)cc(Nc2ccccc2)c2c(=O)n(-c3ccccc3)c(=O)n(-c3ccccc3)c21	-2.7	5	-4	1	45	-6	7	17	-0.7
COc1ccc2[nH]c(C)c(C(=O)CN3CCN(C(=O)c4ccco4)CC3)c2c1	-0.6	-3	12	0	21	-15	-4	-10	-0.4
CCOC(=O)COc1cccc2c(=O)n(CC(=O)NCc3ccccc3)ccc12	-3.1	4	11	0	51	0	1	.	-2.6
O=C(NC1CCN(Cc2ccccc2)CC1)c1ccccc1F	-3.9	-5	-6	-1	1	-6	2	1	-2.5
Cc1ccc(F)cc1NC(=O)c1ccc(NS(=O)(=O)c2ccc(Br)s2)cc1	-2.1	1	-4	6	-18	1	-5	36	-1.5
C=C(C)Cn1c(=O)c2c(nc3n2CCCN3Cc2ccccc2)n(C)c1=O	-2.7	7	1	5	11	-3	4	-2	-4.7
O=C(Cn1nc(-c2ccccc2)nc1-c1ccccc1)N1CCOCC1	-1.3	0	-14	9	3	15	-11	-12	-1.1
Next part:
SMILES	VIM-2 inh	IDE cell activ	GPR7 antagonist	IDE cell inh	PHOSPHO1 block	p-CIP stab down	M18AAP inhibitor	NALP1 inh	IMP-1 inh
CN(C)S(=O)(=O)N(CCN1CCOCC1)Cc1ccccc1F	-0.3	2	-8	-1	-32	-10	-6	5	0.3
Nc1cccc2c1C(=O)N(CCOc1ccc(F)cc1)C2=O	-0.7	9	-6	-5	6	-12	1	13	-1.6
CC(C)C1CC(O)(C2(O)CCCCC2)ON1 (stereo unspecified)	-1.7	1	4	3	-4	-2	-7	2	-1.8
Cc1ccc(N/N=C2\CCS(=O)(=O)c3sccc32)cc1	-3.5	-2	2	-6	-82	-1	5	-27	-4.3
COc1ccc(C2C(C(C)=O)=C(O)C(=O)N2CCO)c(OC)c1 (stereo unspecified)	-2.3	-1	-8	1	5	-5	0	6	-3.1
COc1cc(CNC2CCCCCC2)cc(OC)c1OC	-1.7	-7	-3	0	12	-27	4	8	-2.6
CN(C)CCCNS(=O)(=O)c1cc(Cl)ccc1Cl	-1.7	-1	-1	6	1	-12	-8	-4	-2.4
O=C(NCCCN1CCCC1)C1CCN(C(=O)c2cc3sccc3n2Cc2ccc(F)cc2)CC1	0.8	5	0	0	2	1	-8	14	-0.1
Cc1oc(-c2ccc(Cl)cc2)nc1CN1CCC(C(=O)NCCCN2CCCC2=O)CC1	1.5	3	-9	0	-7	2	-14	-13	-1.2
CC(=O)/C(C#N)=C1\NC(=O)C(Cc2cc(Cl)ccc2Cl)S1 (stereo unspecified)	-1.1	-4	7	5	37	-9	4	.	-1.4
Fc1ccc(N2CCN(c3ncnc4c3nnn4Cc3ccccc3Cl)CC2)cc1	-0.9	0	-2	5	.	.	-12	.	-1.5
O=C(NC1CCc2ccccc21)C1CCN(S(=O)(=O)c2ccc(Cl)cc2)CC1 (stereo unspecified)	-1.6	5	-6	1	-11	1	0	21	-4.9
Cc1ccc(C)c(NC(=O)C2CCCN2C(=O)OC(C)(C)C)c1 (stereo unspecified)	-3.8	4	0	8	4	-7	0	6	-1.8
CCN1CCCC1CNC(=O)c1cc(NC(C)=O)c(N(C)C)cc1OC (stereo unspecified)	0.1	2	-4	1	10	-4	-1	32	-2.2
O=C(NNS(=O)(=O)c1ccc(CCCl)cc1)C(O)(c1ccccc1)c1ccccc1	2.1	1	14	5	-2	-14	15	21	0.5
COc1ccccc1OCc1ccc(C(=O)N(C)c2ccccc2)o1	-2.4	-1	-7	.	19	-16	-3	-10	-4.0
Cc1cc(NC(=O)CCN2C(=O)C3C4CCC(C4)C3C2=O)cc(C)c1Br (stereo unspecified)	-1.1	3	6	2	-5	8	-1	23	-1.0
Cc1occc1-c1nnc(SCC(=O)NCc2ccc3c(c2)OCO3)n1CC(C)C	-3.2	-1	4	3	9	-1	-12	9	-2.7
CCOc1ccc2[nH]c(=O)c(C(c3nnnn3Cc3ccco3)N3CCN(C)CC3)cc2c1 (stereo unspecified)	-2.3	2	2	5	17	-7	-1	-1	-1.0
COc1ccc(Oc2coc3cc(OC(=O)c4cncc(Br)c4)ccc3c2=O)cc1	-0.7	1	-7	-4	10	-10	-1	7	-1.8
COCc1ccc(C(=O)N2CCCC(C(=O)c3ccc(Cl)cc3C)C2)o1 (stereo unspecified)	-0.8	4	1	-2	36	-5	0	30	-0.2
Cc1ccc(CN=C(N)Nc2nc(C)cc(C)n2)cc1	1.9	0	9	-1	50	-2	-5	8	-3.2
CCO[C@@H]1OC(C(=O)NCc2ccccc2)=C[C@H](C2CCCCC2)[C@H]1CCCO	-3.2	3	-14	0	20	-18	1	21*	-2.2
Cc1cccc(CCNC(=O)c2cccc(NC3=NC4CS(=O)(=O)CC4S3)c2)c1 (stereo unspecified)	-0.5	-1	-5	1	7	-10	4	-4	-5.8
O=C(NCCc1nnc2ccc(NCc3cccnc3)nn12)c1ccccc1F	-0.6	0	-19	5	-8	10	-8	-11	-1.9

Whole records, quoted from the list. Order of screens: VIM-2 inh, IDE cell activ, GPR7 antagonist, IDE cell inh, PHOSPHO1 block, p-CIP stab down, M18AAP inhibitor, NALP1 inh, IMP-1 inh
Cc1ccc(N/N=C2\CCS(=O)(=O)c3sccc32)cc1 is listed as -3.5, -2, 2, -6, -82, -1, 5, -27, -4.3
CCOc1ccc2[nH]c(=O)c(C(c3nnnn3Cc3ccco3)N3CCN(C)CC3)cc2c1 (stereo unspecified) is listed as -2.3, 2, 2, 5, 17, -7, -1, -1, -1.0
Cc1occc1-c1nnc(SCC(=O)NCc2ccc3c(c2)OCO3)n1CC(C)C is listed as -3.2, -1, 4, 3, 9, -1, -12, 9, -2.7

(next part)
SMILES	VIM-2 inh	IDE cell activ	GPR7 antagonist	IDE cell inh	PHOSPHO1 block	p-CIP stab down	M18AAP inhibitor	NALP1 inh	IMP-1 inh
COc1ccccc1/C=C1\SC(=S)N(CC(=O)Nc2nnc(C)s2)C1=O	-3.0	.	-8	-2	15	-1	8	-13	-4.0
CC(C)C(NC(=O)C1CCCCC1)C(=O)NCc1ccccn1 (stereo unspecified)	-3.1	5	-10	-2	30	-16	2	-3	-2.2
Cc1ccc(-n2nc3c(=O)n(CCCC(=O)N4CCC(C(N)=O)CC4)nc(C)c3c2C)cc1	-5.5	4	0	6	41	-16	0	4	-3.8
Cc1ccc(S(=O)(=O)/N=C(/NC(=S)Nc2c(C)n(C)n(-c3ccccc3)c2=O)c2ccccc2)cc1	-3.0	9	2	-2	38	2	-6	8	-3.5
CC(=O)c1cccc(N(C(=O)Cn2nnc3ccccc32)C(C(=O)NCc2ccccc2)c2ccccn2)c1 (stereo unspecified)	-0.2	3	-6	0	-7	-6	3	-26	-4.2
Cc1ccccc1-c1cc(C(=O)n2cccn2)c2cc(Cl)ccc2n1	-1.0	-4	-5	-1	30	-6	-2	9	-2.7
COC(=O)CCC(=O)OC1(C)C(=O)C=C2C=C(C3CC3)N(CCCOC(C)C)C=C2C1=O (stereo unspecified)	.	1	.	0	4	5	.	-49	.
COc1ccc2[nH]c(=O)c(C(c3nnnn3CC3CCCO3)N3CCc4ccccc4C3)cc2c1 (stereo unspecified)	-1.7	2	-7	5	21	-4	7	9	-1.1
COc1ccc(C(=O)NC(=S)Nc2ccc(S(=O)(=O)Nc3cc(OC)nc(OC)n3)cc2)cc1	-2.6	5	0	6	-6	1	1	-21	-4.2
COc1cc(NC(=O)c2cc(Br)cc(C)c2OC)ccc1NC(=O)C(C)C	-3.5	5	-10	8	57	-4	-5	0	-2.1
Cc1ccnc2nc(C(=O)NCc3ccccc3)nn12	-3.9	2	-3	9	20	6	5	6	-2.9
CCCOc1ccccc1N/C(N)=N/c1nc(C)cc(C)n1	-2.6	0	5	9	50	-25	-2	-4	-2.8
CCOC(=O)C1CCCN(C(=O)C2CCN(S(=O)(=O)c3ccc4ccccc4c3)CC2)C1 (stereo unspecified)	-1.8	2	-5	0	33	3	-2	6	-2.7
COc1ccc(OC)c(CC(=O)N2CCc3cc(OC)c(OC)cc3C2)c1	-1.0	1	22	10	20	7	-8	-8	-4.6
CCNC(=O)NCCNC(=O)c1cc(OCC(F)(F)F)ccc1OCC(F)(F)F	-0.9	-3	-13	0	33	4	-11	22	-2.5
COCc1cc(=O)[nH]c(/N=C(\N)Nc2cccc(Cl)c2)n1	-4.6	.	1	5	32	-2	4	17	-3.7
O=S(=O)(O)c1ccc(N2N=C(c3ccccc3)CC2c2ccccc2)cc1 (stereo unspecified)	0.4	-2	0	2	-8	0	10	-2	-2.1
CSc1nc(NCC(C)C)nc(N2CCOCC2)n1	-0.6	1	-6	-4	-14	-5	0	4	-2.4

Screens from PubChem BioAssay.
